Apoferritin bind: qHTS Assay for Identification of Novel General Anesthetics; apoferritin/1-aminoanthracene competitive binding, fluorescence; 0.074% of 350,000 active; Potency, µM (top dose mostly 77.5 µM), inactives show top-dose activity change, negative = displacement, most hits filed as inhibitors; Ferritin light chain (Equus caballus), P02791; further: on the % scale 0 is the no-effect control and ±100 the full control effect; nearly all actives have a fitted effect of over 20% in size
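Concentration-response curves derived by four-parameter Hill fitting of normalized fluorescence, where compounds displaced 1-AMA from 10 uM horse apoferritin following a brief 10 min room-temperature incubation; propofol titration acted as positive control.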
G9a block: qHTS Assay for Inhibitors of Histone Lysine Methyltransferase G9a; Histone-lysine N-methyltransferase EHMT2 (Homo sapiens), Q96KQ7; G9a H3K9 monomethylation, AlphaScreen, 2 h; Potency, µM (highest dose often 102 µM), without a hit: at the top dose activity, negative = inhibition, most hits filed as inhibitors; 8.8% of 350,000 active; AID 504332, 2011; further: on the % scale 0 is the no-effect control and ±100 the full control effect; nearly all actives have a fitted effect of over 75% in size
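Methyltransferase reactions run at room temperature for 2 h (20 nM enzyme, 500 nM biotin-H3K9 peptide, 20 uM SAM) after a 15 min compound preincubation; product detected by AlphaScreen beads and anti-H3K9me1 antibody.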
POLH inh: qHTS for Inhibitors of Polymerase Eta | recombinant Pol eta, fluorescent DNA replication assay | Potency, µM (titrated, usually from 114 µM), inactives show top-dose activity change, negative = inhibition, hits mostly inhibitors | 1.2% of 390,000 active | AID 588591, 2011; further: on the % scale 0 is the no-effect control and ±100 the full control effect
Target sequence (Q9Y253 whole entry, looked up): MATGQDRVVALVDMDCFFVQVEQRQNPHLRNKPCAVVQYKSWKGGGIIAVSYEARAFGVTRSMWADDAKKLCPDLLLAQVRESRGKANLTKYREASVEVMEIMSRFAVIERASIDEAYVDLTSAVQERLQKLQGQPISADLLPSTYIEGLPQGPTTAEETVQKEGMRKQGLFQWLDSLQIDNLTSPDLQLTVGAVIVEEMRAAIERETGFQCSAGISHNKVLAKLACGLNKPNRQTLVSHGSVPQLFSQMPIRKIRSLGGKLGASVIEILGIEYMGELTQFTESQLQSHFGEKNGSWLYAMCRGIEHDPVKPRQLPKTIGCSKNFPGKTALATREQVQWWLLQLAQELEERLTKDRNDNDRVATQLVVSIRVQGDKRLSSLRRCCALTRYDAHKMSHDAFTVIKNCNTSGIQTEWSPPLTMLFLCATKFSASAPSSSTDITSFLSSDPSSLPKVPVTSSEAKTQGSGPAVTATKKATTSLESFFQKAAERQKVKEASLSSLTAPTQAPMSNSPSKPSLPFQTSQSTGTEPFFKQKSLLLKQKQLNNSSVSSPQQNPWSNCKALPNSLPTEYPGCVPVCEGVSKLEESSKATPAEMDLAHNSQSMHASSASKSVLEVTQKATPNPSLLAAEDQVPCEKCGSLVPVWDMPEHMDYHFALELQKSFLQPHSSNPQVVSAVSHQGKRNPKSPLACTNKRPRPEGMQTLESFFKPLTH
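Pol eta at 10 nM preincubated with compounds 15 min at room temperature; reaction started with fluorescent substrate (50 nM final) and read kinetically at 0 and 10 min.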
APEX1 inh: qHTS Assay for Inhibitors of the Human Apurinic/apyrimidinic Endonuclease 1 (APE1); DNA repair nuclease/redox regulator APEX1 (Homo sapiens), P27695; recombinant APE1, TAMRA/BHQ-2 abasic DNA cleavage fluorescence; Potency, µM (top dose mostly 65.8 µM), inactives show at the highest dose activity change, negative = inhibition, hits mostly inhibitors; 0.35% of 350,000 active; AID 2517, 2012;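 further: plate controls were vehicle for no effect and reference inhibitor for full effect; nearly all actives have a fitted effect of over 55% in size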
Target sequence (P27695 whole entry, looked up): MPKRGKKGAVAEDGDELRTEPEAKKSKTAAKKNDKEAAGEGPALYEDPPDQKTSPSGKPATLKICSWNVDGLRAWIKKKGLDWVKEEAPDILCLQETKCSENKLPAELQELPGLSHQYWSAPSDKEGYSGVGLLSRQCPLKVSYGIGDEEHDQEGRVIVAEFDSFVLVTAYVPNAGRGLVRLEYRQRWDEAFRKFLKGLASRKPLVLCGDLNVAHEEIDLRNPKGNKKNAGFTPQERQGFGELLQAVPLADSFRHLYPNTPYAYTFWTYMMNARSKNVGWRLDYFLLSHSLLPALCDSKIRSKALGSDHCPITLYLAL
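0.75 nM APE1 + cpd, 15 min RT; start w/ 50 nM TAMRA/BHQ-2 THF-abasic dsDNA; kinetic fluor 525/598 nm ×3 reads @60 s; Δ(read3−read1); normalized to DMSO and NSC13755 control wells.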
Pol kappa inh: qHTS for Inhibitors of Polymerase Kappa; purified Pol kappa, fluorescent DNA synthesis assay, 10 min; 0.53% of 400,000 active; DNA polymerase kappa (Homo sapiens), Q9UBT6; AID 588579, 2011; Potency, µM (highest dose often 107 µM), without a hit: top-dose activity, negative = inhibition, most hits filed as inhibitors; further: on the % scale 0 is the no-effect control and ±100 the full control effect
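Readout: fluorescence, taken kinetically at 0 and 10 min. Conditions: 10 nM Pol kappa, 15 min RT compound preincubation, 50 nM substrate final. Controls: enzyme-free buffer wells.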
BLM inh: qHTS Assay for Inhibitors of Bloom's syndrome helicase (BLM); RecQ-like DNA helicase BLM (Homo sapiens), P54132; recombinant BLM DNA unwinding, fluorescence dequenching; Potency, µM (series often up to 56.1 µM), inactives show top-dose activity change, negative = inhibition, actives largely listed as inhibitors; 0.2% of 350,000 active; AID 2528, 2010;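 further: plate controls were vehicle for no effect and no enzyme for full effect; nearly all actives have a fitted effect of over 35% in size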
Pol beta inh: qHTS Assay for Inhibitors of DNA Polymerase Beta; P06746; Pol beta primer extension/strand displacement, fluorescence kinetic; Potency, µM (top dose mostly 114 µM), for the others: at the highest dose activity change, negative = inhibition, most hits filed as inhibitors; 1.3% of 340,000 active; AID 485314, 2010; further: on the % scale 0 is the no-effect control and ±100 the full control effect
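Pol beta (10 nM) and compounds were preincubated 15 min at room temperature, then 50 nM substrate (final) started primer extension/strand displacement. Reads were taken at 0 and 10 min; concentration-response data were fitted to a four-parameter Hill equation.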
Pol iota inh: qHTS for Inhibitors of Polymerase Iota; DNA polymerase iota (Homo sapiens), Q9UNA4; 1% of 390,000 active; Potency, µM (titrated, usually from 115 µM), inactives show at the highest dose activity, negative = inhibition, actives largely listed as inhibitors; Pol iota fluorescent replication assay, 10 min
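Fluorescent replication assay read twice, at 0 min and 10 min after adding 50 nM (final) substrate. Enzyme (10 nM) and compounds were first incubated 15 min at room temperature; enzyme-free buffer wells were negative controls.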
BAZ2B inh: qHTS Assay for Inhibitors of BAZ2B | AlphaScreen BAZ2B-H3K14Ac peptide displacement | Bromodomain adjacent to zinc finger domain protein 2B (Homo sapiens), Q9UIF8 | Potency, µM (doses to about 114 µM), for the others: at the highest dose activity change, negative = inhibition, hits mostly inhibitors | 4.4% of 360,000 active; further: on the % scale 0 is the no-effect control and ±100 the full control effect; nearly all actives have a fitted effect of over 60% in size
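Protein-peptide AlphaScreen: BAZ2B 50 nM, b-H3K14Ac 50 nM, 1x PBS pH 7.4 + 0.01% Tween-20. Preincubation 30 min RT; cpd 30 min RT (top 110 uM); beads 20 min RT, light-protected.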
* = called active by the depositor; ? = inconclusive; / = not tested or not shown; [ ] = remark or other dose. The call rests on the fitted dose curve; in most records, active means well fitted curve in the direction sought with a large enough effect; inconclusive means small, poorly fitted or top-dose-only effect, or another doubt; inactive means no such curve, though single readings can be large; an effect the other way counts as inactive or inconclusive. Potency means the concentration at half of the fitted maximal effect. These rows are one share of the data; rates above refer to the full screens.

smiles	BAZ2B inh	G9a block	Pol iota inh	Pol kappa inh	Apoferritin bind	BLM inh	APEX1 inh	POLH inh	Pol beta inh
COc1cc(NC(=O)CN2C(=O)COc3ccc(S(=O)(=O)NC4CCCC4)cc32)cc(OC)c1	17.4%	27.7%[59 µM]	22.9%	-0.1%	13.7%	-3.4%	/	-10.7%	0.7%
CCOc1ccc(CCNC(=O)Cn2c(-c3cccs3)cc3ccccc32)cc1	3.2%	11.6%[59 µM]	1.4%	-4.2%	-1.2%	1.0%	/	-11.4%	24.7%
CCn1c(SCC(N)=O)nc2c(c1=O)C1(CCCC1)Cc1ccccc1-2	-11.7%	-0.5%[59 µM]	0.3%	-14.4%	-15.0%	-2.4%	-9.8%	-3.2%	0.0%
COc1ccc2c(c1OC)C(=O)OC2Nc1nc2ccccc2s1 (configuration not stated)	1.6%	/	-5.6%[58.9 µM]	-13.3%	-1.1%	0.0%	-3.1%	-2.6%	30.6%
CC1CC(C)(C)n2c(O)c(N=NC(N)=S)c3cccc1c32 (configuration not stated)	0.6%	29.0%	0.9%	-22.8%	?	-6.2%	8.0%	-3.3%	1.9%
Cc1ccc(S(=O)(=O)NCC(=O)OCC(=O)N(Cc2ccccc2)C(C)(C)C)cc1	-2.4%	11.8%	12.1%	-10.3%	-18.9%	-2.6%	1.6%	-14.5%	4.7%
CN(c1ccc(C(=O)N2CCN(Cc3ccc4c(c3)OCO4)CC2)cc1)S(C)(=O)=O	1.0%	4.7%	-5.3%	-6.0%	-6.8%	-0.3%	11.8%	-1.5%	-14.3%
CCOC(=O)c1sc(NC(=O)CSc2nc3cccnc3n2C)nc1C	-17.3%	24.1%	1.5%	-4.6%	-2.1%	-1.5%	10.2%	-5.0%	-21.9%
Cc1ccc(-c2nnc(-c3cccc(NC(=O)c4cccs4)c3)o2)cc1	2.0%	54.3%[activator][59 µM]	?	-11.4%	-11.1%	-10.3%	-5.5%	?	13.3%
CC(C)(C)c1cc(C(=O)O)nn1-c1ccccc1	11.0%	-7.1%[12.7 µM]	-6.9%	5.2%	-0.6%	2.6%	11.7%	-11.2%	4.2%
Cc1ccc(OCCC(=O)OCC(=O)N2CCN(S(=O)(=O)c3ccc(C)cc3)CC2)cc1	9.2%	4.2%	16.6%	-15.8%	/	/	-8.8%	?	/
COc1ccc(CCNC(=O)COC(=O)/C=C/c2ccc(OC)cc2OC)cc1	/	/	15.2%	-10.5%	/	/	0.6%	-21.1%	/
C/C(Cn1cnc([N+](=O)[O-])n1)=N\NC(=O)c1ccccc1O	-2.0%	?	-0.7%	2.6%	-7.7%	1.5%	7.8%	0.7%	14.1%
CC(=O)Nc1nc(NC(=O)/C=C/c2ccccc2)n(-c2ccccc2)n1	6.7%	-5.6%[59 µM]	36.6%[activator]	-9.8%	-4.9%	4.3%	?	-12.3%	-7.8%
Cc1cc(C)nc(/N=C(\N)Nc2ccc(S(=O)(=O)O)cc2)n1	-5.9%	9.0%	47.5%[activator]	-1.9%	-0.3%	4.6%	4.6%	-11.6%	24.6%
O=[N+]([O-])c1ccc(NC(=S)N2CCc3ccccc32)cc1	?	35.5µM*	15.0%	-22.7%	-15.1%	-6.9%	3.6%	-9.8%	-6.8%
COc1ccc2c(OC)cc(=O)n(C)c2c1	-13.0%	6.6%[59 µM]	25.0%	-2.2%	-5.3%	-10.2%	1.5%	-13.7%	22.2%
Cc1ccc([N+](=O)[O-])c(NC(=O)COC(=O)C2CC3CCCC(C2)C3=O)c1C (configuration not stated)	-17.6%	79.4µM*	-19.3%	-7.9%	-9.5%	0.4%	31.1%	0.3%	0.5%
CCC(C(=O)NC1CCCC1)N(C(=O)Cn1nnc(-c2ccc(C)o2)n1)c1cccc(O)c1 (configuration not stated)	?	7.1%	123.6%[activator]	-0.3%	-1.8%	-5.0%	-5.4%	1.4%	3.9%
Cc1ccc(C(=O)N2CCN(S(=O)(=O)N3CCCCCC3)CC2)cc1	2.4%	26.3%	31.8%[activator]	13.9%	-2.6%	1.2%	20.8%	-16.3%	27.7%

Single records, as listed above:
Record of Cc1ccc([N+](=O)[O-])c(NC(=O)COC(=O)C2CC3CCCC(C2)C3=O)c1C (configuration not stated) → BAZ2B inh: -17.6%; G9a block: 79.4µM*; Pol iota inh: -19.3%; Pol kappa inh: -7.9%; Apoferritin bind: -9.5%; BLM inh: 0.4%; APEX1 inh: 31.1%; POLH inh: 0.3%; Pol beta inh: 0.5%
Record of CC1CC(C)(C)n2c(O)c(N=NC(N)=S)c3cccc1c32 (configuration not stated) → BAZ2B inh: 0.6%; G9a block: 29.0%; Pol iota inh: 0.9%; Pol kappa inh: -22.8%; Apoferritin bind: ?; BLM inh: -6.2%; APEX1 inh: 8.0%; POLH inh: -3.3%; Pol beta inh: 1.9%

(listing goes on)
smiles	BAZ2B inh	G9a block	Pol iota inh	Pol kappa inh	Apoferritin bind	BLM inh	APEX1 inh	POLH inh	Pol beta inh
COc1ccc(/C=C2/SC(=O)N(CCC(=O)Nc3ccccc3C(=O)O)C2=S)cc1	-38.6%	?	3.9%	-3.5%	-6.3%	-2.1%	33.3%	-6.3%	0.3%
COc1ccc(-n2c3c(c(=O)[nH]c2=O)C(C(F)(F)F)(C(F)(F)F)N=C(CC(C)C)N3)cc1	4.9%	7.0%	35.9%	-13.4%	-12.6%	2.6%	-0.3%	-13.5%	36.3%
COc1ccc(C(=O)N/N=C(\C)CC(=O)Nc2ccc3c(c2)OCCO3)c(OC)c1	0.7%	19.0%	15.8%	1.2%	-5.5%	4.0%	22.1%	-3.9%	37.0%
O=C(c1cnn2c1NC(c1ccc(Br)cc1)CC2C(F)(F)F)N1CCN(C23CC4CC(CC(C4)C2)C3)CC1 (configuration not stated)	-29.6%	28.2µM*	14.2%	-10.2%	-12.9%	-6.4%	-0.8%	1.3%	?
CC(=O)c1[nH]c(C)c(C(C)=O)c1C	?	15.3%	4.4%	-9.1%	-6.2%	-0.2%	-1.5%	5.3%	20.1%
Cc1c(C(=O)Nc2c3c(nn2C(C)(C)C)CS(=O)(=O)C3)cccc1[N+](=O)[O-]	-13.4%	-1.0%	26.3%	-1.6%	8.6%	-2.2%	47.3%	-4.7%	9.2%
Cc1ccc(C(=O)Cn2cccn2)cc1	-2.8%	6.1%	61.8%[activator]	4.5%	1.1%	-2.9%	-1.1%	-13.8%	-12.5%
COc1ccc(N2CCN(c3ccc(C(N)=O)cc3[N+](=O)[O-])CC2)cc1	?	?	-0.5%	14.3%	-11.6%	-18.6%	6.4%	-13.9%	-15.2%
CC1CCCN(S(=O)(=O)c2ccc(C(=O)Nc3ccccc3-c3nc4ccccc4[nH]3)cc2)C1 (configuration not stated)	-19.1%	36.1%[59 µM]	-7.0%	1.4%	2.2%	-3.4%	2.6%	-11.8%	-22.7%
CN(C)S(=O)(=O)c1ccc(NC(=O)C2CCCN(C(=O)c3ccc(Cl)cc3)C2)cc1 (configuration not stated)	-0.7%	-10.7%	4.3%	-5.8%	6.6%	3.6%	5.1%	-13.5%	10.5%
COc1ccc(NC(=O)CCNC(=O)Cn2ccc3ccccc3c2=O)cc1OC	-16.3%	-7.9%	12.6%	-8.7%	7.7%	1.7%	29.1%	-4.7%	0.6%
O=C(CCCN1C(=O)/C(=C/c2ccccc2Cl)SC1=S)N1CCOCC1	79.4µM*	18.7%	17.7%	-8.5%	?	-6.4%	39.3%	0.0%	-7.0%
CCc1cnc2c(c1SCC(=O)NCc1ccccc1Cl)c(=O)n(C)c(=O)n2C	-2.9%	-3.2%[59 µM]	-7.0%	-7.1%[60.1 µM]	0.3%	-1.5%	/	-4.7%	1.3%
C=CCN1C=C2C(=O)C(C)(OC(=O)CCc3ccccc3)C(=O)C=C2C=C1c1ccc(C#N)cc1 (configuration not stated)	-33.3%	-6.0%[59 µM]	32.5%[activator]	1.1%	-9.7%	-8.3%[12.4 µM]	-2.7%[12.4 µM]	-8.0%	0.1%
O=C(/C=C/c1cccc([N+](=O)[O-])c1)N1CCN(c2ccccn2)CC1	-14.2%	/	21.4%	7.3%	-10.9%	-5.9%	8.2%	9.4%	22.9%
Cc1ccc2ncccc2c1NS(=O)(=O)c1ccccc1	/	?	-0.6%	3.4%	-1.7%	-0.9%	-3.0%	2.7%	1.5%
O=C(c1ccccn1)N1CCCC(N2CCN(c3ccc(F)cc3)CC2)C1 (configuration not stated)	-3.5%	-6.4%[59 µM]	14.6%	0.9%	-2.7%	-2.0%	32.8%	-16.8%	7.2%
Cc1n[nH]c(C)c1S(=O)(=O)N1CCCC(C(=O)Nc2ccc3c(c2)OCCO3)C1 (configuration not stated)	-7.5%	?	/	/	-0.1%	-1.4%	4.2%	/	-0.6%
Nc1c(N(CCC2=CCCCC2)C(=O)c2ccco2)c(=O)[nH]c(=O)n1Cc1ccccc1	-6.8%	?	37.7%[activator]	2.9%	/	/	33.9%	-14.0%	/
COc1cc(OC)cc(C(=O)NC(C(=O)Nc2ccc3c(c2)OCCO3)C(C)C)c1 (configuration not stated)	-27.1%	-40.5%[12.7 µM]	-4.7%	3.3%	/	/	29.2%	-17.2%	/
Cc1ccccc1C(=O)Nc1ccc2c(c1)OCO2	-4.7%	4.2%	0.5%	-9.1%	-13.0%	1.7%	5.4%	-18.7%	24.2%

Assay outcomes from PubChem.
